BioA inh: BioA (M. tuberculosis) enzyme inhibition. purified M. tuberculosis BioA enzyme, plate reader. inhibition, % at 9.99 µM. hit rate 0.096% among 360,000. AID 602481; in the data active = inhibition above about 40%; inconclusive = no clear call, values can overlap the other calls
BoNT-A LC inh2: blocks Botulinum neurotoxin A light chain protease; AID 588499; multiplex microsphere protease substrate cleavage, flow cytometry; hit rate 0.17% among 360,000; inhibition, % at 10 µM; note: plate controls were buffer without enzyme for full effect and enzyme alone for no effect
UGM FP inh: inhibitors of M. tuberculosis UDP-galactopyranose mutase; P9WIQ1; purified UGM, fluorescence polarization probe displacement; inhibition, % at 10 µM; hit rate 0.06% among 320,000; AID 504406; in the data active = inhibition above about 10%, passing the limit was not always enough; inconclusive = no clear call, values can overlap the other calls
Target sequence (P9WIQ1 whole entry, looked up): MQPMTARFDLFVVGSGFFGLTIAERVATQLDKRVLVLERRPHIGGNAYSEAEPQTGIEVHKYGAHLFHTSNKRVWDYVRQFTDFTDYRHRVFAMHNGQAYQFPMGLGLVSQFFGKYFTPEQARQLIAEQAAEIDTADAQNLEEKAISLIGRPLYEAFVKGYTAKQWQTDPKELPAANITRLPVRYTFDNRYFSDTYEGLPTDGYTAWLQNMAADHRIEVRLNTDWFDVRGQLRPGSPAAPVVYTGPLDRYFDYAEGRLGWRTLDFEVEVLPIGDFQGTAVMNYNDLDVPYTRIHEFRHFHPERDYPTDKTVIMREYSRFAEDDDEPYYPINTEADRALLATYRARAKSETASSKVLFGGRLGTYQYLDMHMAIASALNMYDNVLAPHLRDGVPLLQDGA
FadD28 binding: blocks FadD28 binding to the bisubstrate probe | hit rate 0.22% among 360,000 | inhibition, % at 12.5 µM | AID 588549 | fluorescence polarization; in the data active = inhibition above about 8.5%, passing the limit was not always enough; inconclusive = no clear call, values can overlap the other calls
Mtb FBA inh: Mtb fructose-bisphosphate aldolase inhibition; P9WQA3; purified M. tuberculosis FBA, fluorescence read-out; inhibition, % at 1 µM; hit rate 2.3% among 360,000; AID 588726; in the data active = inhibition above about 27%;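 note: 0% = vehicle and 100% = reference inhibitor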
Target sequence (P9WQA3 whole entry, looked up): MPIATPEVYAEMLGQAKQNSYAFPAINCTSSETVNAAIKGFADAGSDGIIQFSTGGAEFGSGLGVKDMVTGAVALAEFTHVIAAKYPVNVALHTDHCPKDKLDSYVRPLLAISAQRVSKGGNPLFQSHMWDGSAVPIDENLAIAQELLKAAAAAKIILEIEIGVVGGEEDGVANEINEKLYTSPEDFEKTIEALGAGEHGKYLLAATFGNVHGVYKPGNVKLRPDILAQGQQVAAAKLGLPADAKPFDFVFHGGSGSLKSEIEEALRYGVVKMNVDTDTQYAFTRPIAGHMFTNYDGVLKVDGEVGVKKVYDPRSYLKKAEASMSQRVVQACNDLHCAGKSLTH
PfHsp40 yeast: rescue of PfHsp40-mediated yeast toxicity. S. cerevisiae expressing PfHsp40, growth rescue, ATP luminescence. growth rescue, % at 12.5 µM. hit rate 0.68% among 340,000. AID 504582; in the data active = growth rescue above about 28%, passing the limit was not always enough; inconclusive = no clear call, values can overlap the other calls;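 note: yeast W303a lacking pdr1 and pdr3 grown in galactose medium; growth measured after three days at 30 °C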
GDH-TPI inh: inhibits GDH-TPI coupling enzymes, artifact for Mtb FBA screen; GDH-TPI coupled enzyme counterscreen, NADH absorbance; inhibition, % at 4.8 µM; hit rate 1.2% among 360,000; AID 588335; in the data active = inhibition above about 30%;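 note: 0% = DMSO wells and 100% = wells lacking the enzyme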
BoNT-F LC inh: inhibitors of Botulinum neurotoxin F light chain protease; hit rate 0.22% among 360,000; inhibition, % at 10 µM; AID 588497; Multiplex microsphere protease cleavage assay, flow cytometry; in the data active = inhibition above about 35%, passing the limit was not always enough; inconclusive = no clear call, values can overlap the other calls; note: plate controls were buffer without enzyme for full effect and enzyme alone for no effect
Anthrax LF prot: anthrax lethal factor protease inhibition; P15917; multiplex microsphere protease cleavage assay, LF; inhibition, % at 10 µM; hit rate 0.12% among 360,000; AID 588501; note: plate controls were buffer without enzyme for full effect and enzyme alone for no effect
Numbers without * were called inactive. Cut-off read from the data, not from the text of the source, unless noted: active = inhibition above about 30%; inconclusive = no clear call, values can overlap the other calls; inactive = below that.

How did c1ccc(CN(CCN2CCOCC2)Cc2ccccc2)cc1 do in these assays?
BioA inh: -0.1; BoNT-A LC inh2: -0.4; FadD28 binding: 0.7; Mtb FBA inh: 0; PfHsp40 yeast: 0.1; GDH-TPI inh: -1; BoNT-F LC inh: -8; Anthrax LF prot: -5

How did O=C(Nc1ccc(NS(=O)(=O)c2ccccc2)cc1)c1ccccc1 do in these assays?
BioA inh: 0.1; BoNT-A LC inh2: -3.2; UGM FP inh: -2.0; FadD28 binding: 0.6; Mtb FBA inh: 1; PfHsp40 yeast: 4.1; GDH-TPI inh: -3; BoNT-F LC inh: -20; Anthrax LF prot: -12

What do the screens show for `O=C(N/N=C/c1ccc[nH]1)c1cc(-c2cccs2)nc2ccccc12`?
BioA inh: -0.1; BoNT-A LC inh2: -0.7; UGM FP inh: -3.2; FadD28 binding: -3.7; Mtb FBA inh: 8; PfHsp40 yeast: 1.5; GDH-TPI inh: 14; BoNT-F LC inh: -4; Anthrax LF prot: -8

What do the screens show for `Cc1cc([N+](=O)[O-])cc(C)c1OCC(=O)N/N=C/c1ccc(OC(=O)c2ccccc2Br)cc1`?
BioA inh: -0.8; BoNT-A LC inh2: 0.1; UGM FP inh: 0.5; FadD28 binding: 0.7; Mtb FBA inh: 1; PfHsp40 yeast: -0.9; GDH-TPI inh: 12; BoNT-F LC inh: -6; Anthrax LF prot: -3

What do the screens show for `CCCCOc1ccc(NC(=O)CN2CCN(CC)CC2)cc1`?
BioA inh: -0.8; BoNT-A LC inh2: -0.5; UGM FP inh: 0.1; FadD28 binding: -3.5; Mtb FBA inh: -1; PfHsp40 yeast: -0.9; GDH-TPI inh: -9; BoNT-F LC inh: -15; Anthrax LF prot: 3

How did CCC(=O)Nc1ccc(C(=O)OCc2ccccc2)cc1 do in these assays?
BioA inh: 5.7; BoNT-A LC inh2: -0.5; FadD28 binding: -1.9; Mtb FBA inh: 2; PfHsp40 yeast: 1.7; GDH-TPI inh: 1; BoNT-F LC inh: -3; Anthrax LF prot: -7

What do the screens show for `N#CCCn1cc(C(=O)Nc2ccc([N+](=O)[O-])cc2)c(-c2cccs2)n1`?
BoNT-A LC inh2: -0.2; UGM FP inh: 2.2; FadD28 binding: -7.1; Mtb FBA inh: -2; PfHsp40 yeast: -0.8; GDH-TPI inh: 23; BoNT-F LC inh: -3; Anthrax LF prot: -3

What do the screens show for `COc1ccc(OC)c(NP(=O)(Oc2ccc(Cl)cc2)Oc2ccc(Cl)cc2)c1`?
BioA inh: -1.5; BoNT-A LC inh2: 0.7; UGM FP inh: 2.0; FadD28 binding: -2.5; Mtb FBA inh: 1; PfHsp40 yeast: 0.0; GDH-TPI inh: -3; BoNT-F LC inh: -6; Anthrax LF prot: 1

How did CCOC(=O)c1ccccc1NC(=O)CSc1cccc[n+]1[O-] do in these assays?
BioA inh: 5.0; BoNT-A LC inh2: -0.6; UGM FP inh: 1.4; FadD28 binding: -1.0; Mtb FBA inh: 2; PfHsp40 yeast: -1.1; GDH-TPI inh: -2; BoNT-F LC inh: -7; Anthrax LF prot: -11

What do the screens show for `C=CCOC(=O)C1=C(C)NC(=O)NC1c1ccc(OC(=O)c2ccco2)c(OC)c1` (configuration not stated)?
BioA inh: -1.4; BoNT-A LC inh2: 0.2; UGM FP inh: 2.1; FadD28 binding: 0.7; Mtb FBA inh: 2; PfHsp40 yeast: -0.2; GDH-TPI inh: 0; BoNT-F LC inh: 2; Anthrax LF prot: -1

How did O=C(CN1C(=O)NC2(CCc3ccccc32)C1=O)c1ccc2c(c1)OCCO2 (configuration not stated) do in these assays?
BoNT-A LC inh2: -0.8; UGM FP inh: 1.0; FadD28 binding: -2.3; Mtb FBA inh: 2; PfHsp40 yeast: -0.4; GDH-TPI inh: 8; BoNT-F LC inh: -24; Anthrax LF prot: -6

Results for COc1ccc(OCc2nnc(NC(=O)Nc3ccccc3F)s2)cc1 ?
UGM FP inh: 0.4; FadD28 binding: -0.6; Mtb FBA inh: 3; PfHsp40 yeast: -0.6; GDH-TPI inh: 14

Results for COC(=O)C1=C(N)OC2=C(C(=O)CCC2)C1c1ccccc1OC (configuration not stated) ?
BoNT-A LC inh2: inconclusive; UGM FP inh: -0.4; FadD28 binding: -1.9; Mtb FBA inh: 2; PfHsp40 yeast: -0.6; GDH-TPI inh: -3; BoNT-F LC inh: inconclusive; Anthrax LF prot: -3

What do the screens show for `COc1cc(C(=O)N2C(=O)CCC2=O)cc(OC)c1OC`?
BioA inh: -1.5; BoNT-A LC inh2: -0.2; UGM FP inh: -0.2; FadD28 binding: -0.5; Mtb FBA inh: 11; PfHsp40 yeast: -1.1; GDH-TPI inh: 10; BoNT-F LC inh: 19; Anthrax LF prot: -22

How did COc1ccc(-c2noc(CCCCC(=O)N3CCN(c4cc(C)ccc4C)CC3)n2)cc1 do in these assays?
BioA inh: 1.7; BoNT-A LC inh2: -0.5; FadD28 binding: -0.3; Mtb FBA inh: 0; PfHsp40 yeast: 6.4; GDH-TPI inh: 0; BoNT-F LC inh: -7; Anthrax LF prot: -3

What do the screens show for `CC(=O)c1c(C)[nH]c(C(=O)COC(=O)c2cccs2)c1C`?
BioA inh: -1.1; BoNT-A LC inh2: 0.0; UGM FP inh: -0.5; FadD28 binding: -1.4; Mtb FBA inh: 1; PfHsp40 yeast: -0.6; GDH-TPI inh: 15; BoNT-F LC inh: -6; Anthrax LF prot: 2

What do the screens show for `COc1cc(Cl)ccc1OCc1cc(C(=O)N(C)Cc2cccc3cnccc23)no1`?
BioA inh: 0.7; BoNT-A LC inh2: -0.8; UGM FP inh: 0.4; FadD28 binding: -1.2; Mtb FBA inh: 3; PfHsp40 yeast: 5.1; GDH-TPI inh: -4; BoNT-F LC inh: -8; Anthrax LF prot: -1

Results for BrC(/C=C\c1ccccc1)=N/Nc1nc(N2CCOCC2)nc(N2CCOCC2)n1 ?
BoNT-A LC inh2: -1.4; UGM FP inh: -1.0; FadD28 binding: 0.1; Mtb FBA inh: -3; PfHsp40 yeast: 1.4; GDH-TPI inh: 45*; BoNT-F LC inh: -7; Anthrax LF prot: 0

How did Cc1cc(NC(=O)CSc2nnc(-c3cccc(F)c3)n2N)no1 do in these assays?
BioA inh: 9.0; BoNT-A LC inh2: -0.1; UGM FP inh: 3.1; FadD28 binding: -4.5; Mtb FBA inh: -1; PfHsp40 yeast: -1.0; GDH-TPI inh: -6; BoNT-F LC inh: -2; Anthrax LF prot: 5

How did c1ccc(CCNCCCOc2cccc3ccccc23)cc1 do in these assays?
BioA inh: -1.7; BoNT-A LC inh2: 3.0; UGM FP inh: 0.6; FadD28 binding: -0.8; Mtb FBA inh: 0; PfHsp40 yeast: -0.5; GDH-TPI inh: 8; BoNT-F LC inh: inconclusive; Anthrax LF prot: -16

Copied from the entries so far (five entries):
What do the screens show for `CC(=O)c1c(C)[nH]c(C(=O)COC(=O)c2cccs2)c1C`?
BioA inh: -1.1; BoNT-A LC inh2: 0.0; UGM FP inh: -0.5; FadD28 binding: -1.4; Mtb FBA inh: 1; PfHsp40 yeast: -0.6; GDH-TPI inh: 15; BoNT-F LC inh: -6; Anthrax LF prot: 2

What do the screens show for `COc1cc(Cl)ccc1OCc1cc(C(=O)N(C)Cc2cccc3cnccc23)no1`?
BioA inh: 0.7; BoNT-A LC inh2: -0.8; UGM FP inh: 0.4; FadD28 binding: -1.2; Mtb FBA inh: 3; PfHsp40 yeast: 5.1; GDH-TPI inh: -4; BoNT-F LC inh: -8; Anthrax LF prot: -1

Results for BrC(/C=C\c1ccccc1)=N/Nc1nc(N2CCOCC2)nc(N2CCOCC2)n1 ?
BoNT-A LC inh2: -1.4; UGM FP inh: -1.0; FadD28 binding: 0.1; Mtb FBA inh: -3; PfHsp40 yeast: 1.4; GDH-TPI inh: 45*; BoNT-F LC inh: -7; Anthrax LF prot: 0

How did Cc1cc(NC(=O)CSc2nnc(-c3cccc(F)c3)n2N)no1 do in these assays?
BioA inh: 9.0; BoNT-A LC inh2: -0.1; UGM FP inh: 3.1; FadD28 binding: -4.5; Mtb FBA inh: -1; PfHsp40 yeast: -1.0; GDH-TPI inh: -6; BoNT-F LC inh: -2; Anthrax LF prot: 5

How did c1ccc(CCNCCCOc2cccc3ccccc23)cc1 do in these assays?
BioA inh: -1.7; BoNT-A LC inh2: 3.0; UGM FP inh: 0.6; FadD28 binding: -0.8; Mtb FBA inh: 0; PfHsp40 yeast: -0.5; GDH-TPI inh: 8; BoNT-F LC inh: inconclusive; Anthrax LF prot: -16

Following part:
What do the screens show for `OC(COc1ccc(Cl)cc1Cl)CN1CCc2ccccc2C1` (configuration not stated)?
BioA inh: 0.3; BoNT-A LC inh2: 3.2; UGM FP inh: 1.0; FadD28 binding: -3.3; Mtb FBA inh: -1; PfHsp40 yeast: -0.4; GDH-TPI inh: -9; BoNT-F LC inh: 4; Anthrax LF prot: -4

What do the screens show for `CCCS(=O)(=O)c1c(S(=O)(=O)CCC)c2ccccn2c1C(=O)OC`?
BioA inh: -4.4; BoNT-A LC inh2: -4.4; UGM FP inh: 1.6; FadD28 binding: 0.6; Mtb FBA inh: 8; PfHsp40 yeast: -1.3; GDH-TPI inh: 10; BoNT-F LC inh: -10; Anthrax LF prot: -9

Results for COC(=O)c1cc(=O)c2cccc(OC)c2[nH]1 ?
BioA inh: 0.2; BoNT-A LC inh2: -0.5; UGM FP inh: -3.6; FadD28 binding: -3.0; Mtb FBA inh: 43*; PfHsp40 yeast: 0.4; GDH-TPI inh: 16; BoNT-F LC inh: -1; Anthrax LF prot: -1

Results for C#CCN(C#N)c1nc(NCC)nc(NC(C)C)n1 ?
BioA inh: 0.6; BoNT-A LC inh2: -0.3; UGM FP inh: -2.4; FadD28 binding: 1.9; Mtb FBA inh: 1; PfHsp40 yeast: 0.1; GDH-TPI inh: -2; BoNT-F LC inh: 0; Anthrax LF prot: 0

What do the screens show for `O=C(CSC(=S)N1CCSCC1)c1ccccc1`?
BoNT-A LC inh2: 0.5; FadD28 binding: -1.5; Mtb FBA inh: 3; PfHsp40 yeast: -0.1; GDH-TPI inh: 15; BoNT-F LC inh: -2; Anthrax LF prot: 5

Results for COc1cccc(NC(=O)COC(=O)c2nc(Cl)ccc2Cl)c1 ?
BoNT-A LC inh2: 1.0; UGM FP inh: -1.3; FadD28 binding: -2.6; Mtb FBA inh: 6; PfHsp40 yeast: -1.4; GDH-TPI inh: -4; BoNT-F LC inh: -7; Anthrax LF prot: -4

What do the screens show for `COCCn1c(SCC(=O)Nc2ccc3c(c2)OCCO3)nc2ccccc2c1=O`?
BioA inh: 1.5; BoNT-A LC inh2: -0.2; FadD28 binding: -2.2; Mtb FBA inh: -1; GDH-TPI inh: 8; BoNT-F LC inh: -4; Anthrax LF prot: 2

What do the screens show for `O=C(OCC#Cc1c(COC(=O)c2ccccc2)nnn1Cc1ccccc1)c1ccccc1`?
BioA inh: -3.5; BoNT-A LC inh2: -0.3; UGM FP inh: -5.4; FadD28 binding: -1.7; Mtb FBA inh: 4; PfHsp40 yeast: 1.7; GDH-TPI inh: 9; BoNT-F LC inh: -7; Anthrax LF prot: -5

How did CC(C)c1onc(C(=O)N2CCCCC2)c1[N+](=O)[O-] do in these assays?
BoNT-A LC inh2: -0.4; UGM FP inh: -0.9; FadD28 binding: -0.3; Mtb FBA inh: 2; PfHsp40 yeast: -0.8; GDH-TPI inh: 6; BoNT-F LC inh: -2; Anthrax LF prot: 0

How did CO/N=C1\CCn2c1c(C)c1ccccc12 do in these assays?
BioA inh: -2.6; UGM FP inh: -2.6; FadD28 binding: -0.8; Mtb FBA inh: 3; PfHsp40 yeast: 0.3; GDH-TPI inh: 31*

What do the screens show for `Cn1c(O)c(C(=Nc2ccccc2)SCc2ccccc2Cl)c(=O)n(C)c1=O`?
BioA inh: -2.1; BoNT-A LC inh2: -3.9; UGM FP inh: -2.8; FadD28 binding: 0.6; Mtb FBA inh: -2; PfHsp40 yeast: -0.3; GDH-TPI inh: 8; BoNT-F LC inh: 2; Anthrax LF prot: 27

Results for Cc1nc(-c2ccccc2)sc1C(N)=O ?
BioA inh: 1.8; BoNT-A LC inh2: -0.2; UGM FP inh: -3.7; FadD28 binding: -1.3; Mtb FBA inh: 2; PfHsp40 yeast: 3.7; GDH-TPI inh: -3; BoNT-F LC inh: -29; Anthrax LF prot: -3

Source: PubChem
